# From PubChem BioAssay
# hIAP activ: human IAP activators, primary screen, biochemical, luminescence, uHTS; activation factor at 10 µM; AID 2524, 2010; purified human IAP, CDP-Star luminescence, 30 min; stronger effect = higher value; 1 = vehicle-only enzyme, 0 = enzyme-free background; Intestinal-type alkaline phosphatase (Homo sapiens), P09923; 330,000 tested, 0.16% active;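 active means activation factor of the enzyme at least 2-fold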; further: the source names both 10 and 20 µM as test concentration; values of inactives mirror those of a sister screen read the other way
# Target sequence (P09923 whole entry, looked up): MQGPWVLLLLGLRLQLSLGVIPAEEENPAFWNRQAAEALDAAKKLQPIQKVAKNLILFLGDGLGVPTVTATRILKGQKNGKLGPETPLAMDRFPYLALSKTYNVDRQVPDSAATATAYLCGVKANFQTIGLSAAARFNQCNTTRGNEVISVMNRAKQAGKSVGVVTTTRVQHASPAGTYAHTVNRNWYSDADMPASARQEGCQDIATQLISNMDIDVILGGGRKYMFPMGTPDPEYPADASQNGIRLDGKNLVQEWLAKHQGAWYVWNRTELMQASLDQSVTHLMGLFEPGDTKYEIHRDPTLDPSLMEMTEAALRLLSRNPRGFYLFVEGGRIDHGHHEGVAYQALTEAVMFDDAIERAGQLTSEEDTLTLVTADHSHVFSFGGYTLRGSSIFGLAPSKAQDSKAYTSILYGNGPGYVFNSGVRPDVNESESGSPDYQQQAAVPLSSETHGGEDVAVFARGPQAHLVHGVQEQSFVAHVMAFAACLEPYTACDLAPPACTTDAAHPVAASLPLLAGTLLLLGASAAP
# GRIN3A LBD mod: binders of NR3A ligand-binding domain, primary screen, biophysical, differential scanning fluorimetry, uHTS | Tm shift relative to glycine control, % at 25 µM | NR3A LBD differential scanning fluorimetry, Tm shift; 0% = protein alone, 100% = glycine-bound protein | Glutamate receptor ionotropic, NMDA 3A (GRIN3A) ligand-binding domain | 340,000 tested, 2.5% active | AID 1259313, 2017;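 active means melting temperature shift of at least 10% of the positive control shift, at one fixed dose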
# ATG4B inh: ATG4B protease inhibitors, primary screen, biochemical, fluorescence, uHTS; Cysteine protease ATG4B (Homo sapiens), Q9Y4P1; ATG4B cleavage of LC3-PLA2, NBD-HPC fluorescence, 1 h; inhibition, % at 8.33 µM; 340,000 tested, 0.51% active; AID 504462, 2011; in the data active means inhibition above about 40%
# SENP6 inh: SENP6 protease inhibitors, primary screen, biochemical, luminescence, uHTS. Recombinant SENP6 catalytic domain, aminoluciferin luminescence. inhibition, % at 10 µM. 330,000 tested, 1.8% active. AID 2599, 2010;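 active means inhibition above about 50% at the single tested dose, limit read from the data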;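 further: plate controls were DMSO wells with enzyme for no effect and DMSO wells lacking enzyme for full effect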
# MPTP block: mitochondrial permeability transition pore inhibitors, primary screen, biochemical, isolated mouse mitochondria, absorbance; Ca2+ swelling absorbance, 30 min; inhibition, % at 10 µM; 360,000 tested, 1.4% active; AID 602449, 2012;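 active means inhibition of 50% or more, scaled per plate between neutral and stimulator controls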;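 further: 0% = DMSO wells given calcium and 100% = 1 mM EGTA wells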
# SENP8 block: human SENP8 protease inhibitors, primary screen, biochemical, fluorescence, Nedd8 protein substrate, uHTS. Sentrin-specific protease 8 (Homo sapiens), Q96LD8. recombinant SENP8. inhibition, % at 20 µM. 360,000 tested, 0.64% active; in the data active means inhibition mostly above about 40%, no sharp cut-off; inactive means mostly below about 27%
# Target sequence (Q96LD8 whole entry, looked up): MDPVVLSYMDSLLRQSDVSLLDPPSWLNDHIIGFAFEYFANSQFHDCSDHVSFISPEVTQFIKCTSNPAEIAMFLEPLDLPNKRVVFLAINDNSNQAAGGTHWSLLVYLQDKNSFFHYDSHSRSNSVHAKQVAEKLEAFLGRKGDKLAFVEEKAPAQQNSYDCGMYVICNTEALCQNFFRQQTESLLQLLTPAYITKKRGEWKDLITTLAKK
# PfG6PD inh: PfG6PD enzyme inhibitors, primary screen, biochemical, fluorescence intensity, uHTS | glucose-6-phosphate dehydrogenase-6-phosphogluconolactonase (Plasmodium falciparum 3D7) | PfGluPho enzyme, NADPH resazurin-diaphorase fluorescence | inhibition, % at 20 µM | 350,000 tested, 0.78% active | AID 504690, 2011;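 active means inhibition reaching at least a set limit at 20 µM in the primary screen, cut at about 59% in these data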;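 further: 0% = DMSO wells with substrate and 100% = DMSO wells lacking glucose-6-phosphate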
# SENP1 inh: human SENP1 catalytic domain inhibitors, primary screen, biochemical, FRET, uHTS. Sentrin-specific protease 1 (Homo sapiens), Q9P0U3. recombinant SENP1 catalytic domain, CyPet-SUMO1-YPet FRET cleavage. inhibition, % at 10 µM. 360,000 tested, 0.21% active. AID 624204, 2012;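 active means inhibition at least 30% at 10 µM, raw YFP signal under a set limit, fluorescence ratio 0.5 to 1.5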;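 further: 0% = enzyme with DMSO and 100% = no enzyme wells; some results filed as inactive read as strong as hits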
# Target sequence (Q9P0U3 419-644 limits assumed): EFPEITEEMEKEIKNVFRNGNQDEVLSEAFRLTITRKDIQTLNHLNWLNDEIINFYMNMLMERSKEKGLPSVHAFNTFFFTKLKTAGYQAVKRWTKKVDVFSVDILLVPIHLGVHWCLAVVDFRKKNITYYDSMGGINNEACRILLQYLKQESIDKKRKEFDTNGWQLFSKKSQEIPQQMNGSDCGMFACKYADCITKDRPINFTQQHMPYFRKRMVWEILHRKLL
#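 Assay system: hSENP1 catalytic domain, recombinant. Amount: SENP1 enzyme, 20 pM final. Schedule: 50 min reaction, RT, dark. Technique: FRET, CFP and YFP emission. Control set: no-enzyme wells low, DMSO-plus-enzyme wells high control.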
# Numbers without * were called inactive; / = no result given.
SMILES,hIAP activ,GRIN3A LBD mod,ATG4B inh,SENP6 inh,MPTP block,SENP8 block,PfG6PD inh,SENP1 inh
COc1ccc(S(=O)(=O)NCCOc2ccc(Cl)cc2)cc1,1,-1,-10,9,-0.7,7,1,0
COC(=O)c1c(NC(=S)Nc2ccc(CC(=O)O)cc2)sc(C)c1C,0.85,0,-4,3,-1.2,5,-6,-10
C=CCn1c(SCC(=O)c2ccc(OC)cc2)nnc1C(C)NC(=O)c1cccs1 (stereo not given),0.89,2,3,-2,0.0,15,5,2
COc1cccc(OCc2cc(C(=O)N3CCC(C(O)C(C)C)CC3)no2)c1 (stereo not given),1.2,2,-4,-17,-0.4,5,-16,0
COC(=O)c1ccccc1NC(=O)c1cccc(NC(=O)c2ccc(Br)o2)c1C,0.78,-37,10,-30,0.4,8,-8,-2
Cc1cc(/C=C2\SC(=S)N(Cc3ccco3)C2=O)c(C)n1-c1ccccc1,0.76,8,6,-4,3.6,2,0,-27
CCOc1ccccc1NC(=O)Cn1cnc2c(cnn2-c2ccc(C)c(C)c2)c1=O,0.88,-8,-1,9,-1.2,-13,7,0
O=C(Oc1ccc(C(=S)N2CCOCC2)cc1)c1ccc(Br)cc1,0.9,0,-5,-29,0.1,13,9,3
CC(=O)Nc1ccc(NC(=O)COC(=O)CCNS(=O)(=O)c2c(Cl)cccc2Cl)cc1,0.94,0,1,-6,-0.4,0,-15,1
COC(=O)c1cc(Cl)cc(Cl)c1OS(=O)(=O)N(C)C,0.94,-1,-1,-17,1.0,18,17,3
CCOC(=O)CCC(=O)Nc1cc(S(=O)(=O)N2CCOCC2)ccc1N1CCCCC1,1.1,0,5,-4,-1.3,-6,-11,2
CC(=O)Nc1ccc(-c2nc(C)c(C(C)=O)n2O)cc1,0.85,1,-6,0,-0.4,-62,14,-2
COC(=O)c1ccc(CSc2nc3sc(C(=O)O)c(C)c3c(=O)[nH]2)cc1,1.1,-1,-2,-11,/,/,-31,/
C=CCNC(=S)Nc1ccc(N2CCOCC2)c(S(=O)(=O)Nc2ccccc2Cl)c1,0.96,-1,-3,-12,15,-4,-9,-2
CCSc1nc(=O)n(-c2ccccc2)c(C)c1C(C)=S,1,3,-12,-10,0.1,13,-7,-3

# Exported with two lines to a compound: five of the compounds above.
# Results follow in this order: hIAP activ	GRIN3A LBD mod	ATG4B inh	SENP6 inh	MPTP block	SENP8 block	PfG6PD inh	SENP1 inh
O=C(Oc1ccc(C(=S)N2CCOCC2)cc1)c1ccc(Br)cc1
 : 0.9	0	-5	-29	0.1	13	9	3
C=CCNC(=S)Nc1ccc(N2CCOCC2)c(S(=O)(=O)Nc2ccccc2Cl)c1
 : 0.96	-1	-3	-12	15	-4	-9	-2
COc1cccc(OCc2cc(C(=O)N3CCC(C(O)C(C)C)CC3)no2)c1 (stereo not given)
 : 1.2	2	-4	-17	-0.4	5	-16	0
CCSc1nc(=O)n(-c2ccccc2)c(C)c1C(C)=S
 : 1	3	-12	-10	0.1	13	-7	-3
C=CCn1c(SCC(=O)c2ccc(OC)cc2)nnc1C(C)NC(=O)c1cccs1 (stereo not given)
 : 0.89	2	3	-2	0.0	15	5	2

# Other compounds
SMILES,hIAP activ,GRIN3A LBD mod,ATG4B inh,SENP6 inh,MPTP block,SENP8 block,PfG6PD inh,SENP1 inh
O=C(NCc1ccco1)c1cccnc1-c1nc2ccccc2s1,0.97,3,-7,-18,0.5,-12,60*,0
C[C@@H]1[C@H](c2ccccc2)Oc2ccc(Cl)cc2S(=O)(=O)N1CC1CCCN1C(=O)OC(C)(C)C (stereo not given in full),/,2,/,/,-1.7,1,14,-1
O=C(c1ccc(N2CCCS2(=O)=O)cc1)N1CCN(c2ccc(F)cc2)CC1,0.96,-3,-4,22,0.2,8,-8,2
C#CCN(C[C@H]1[C@H](OC(=O)Nc2cccs2)[C@H](OC(=O)Nc2cccs2)C[C@H]2C(=O)N(c3ccccc3)C(=O)[C@@H]12)S(=O)(=O)c1ccc(C)cc1,/,/,/,/,0.7,14,12,0
CC1CCCC(C)N1C(=O)Cn1nnc(-c2ccccc2)n1 (stereo not given),0.94,1,2,-19,-0.2,22,-13,0
COc1ccc(OC)c(CCNC(=O)Cn2cccc2C(=O)c2ccccc2)c1,1.1,0,9,-3,-0.3,18,-4,2
CCn1ccnc1CNC(=O)CC1C(=O)NCCN1Cc1ccc(OC)cc1OC (stereo not given),1.1,0,-5,-23,0.6,6,4,-1
CC1CCCCC1NC(=O)C(Cc1ccccc1)NS(=O)(=O)c1cccs1 (stereo not given),1.2,0,-10,-2,0.8,-6,-9,0
CCOC(=O)c1cc2c(=O)n3ccccc3nc2n(C(C)C)c1=NC(=O)c1ccco1,0.85,1,6,-6,-0.2,-446,-14,-34
CCNc1c([N+](=O)[O-])c(=O)n(CC)c2ccccc12,1.1,-1,2,0,3.8,12,7,0
Cc1c(Cl)cccc1NC(=O)CNC(=O)CCS(=O)(=O)c1ccc(F)cc1,1.1,0,9,-1,-1.8,-4,19,-4
CC1(C(=O)Nc2ccccc2)Cc2ccccc2C(=O)O1 (stereo not given),1,-1,-2,16,1.9,7,-4,1
COc1ccc(OC)c(S(=O)(=O)CC(O)CS(=O)(=O)c2ccccc2)c1 (stereo not given),1.2,0,-4,-9,-2.9,6,11,1
COc1ccccc1N1CCN(C(=O)c2cc3c(-c4ccc(Cl)cc4)nn(C)c3s2)CC1,1.1,0,-6,-10,1.2,-31,48,0
Cc1cccc(NC(=O)c2cccc(S(=O)(=O)Nc3c(C)n(C)n(-c4ccccc4)c3=O)c2)c1,/,0,-11,/,-1.8,3,0,0
Cc1ccc(C(=O)N2CCN(c3ccccc3O)CC2)cc1S(=O)(=O)N1CCCCC1,0.9,-1,4,6,-0.2,16,-8,0
COc1ccccc1C(=O)NC(=O)Nc1cccc(Cl)c1,1,-3,-2,79*,0.8,20,11,0
O=C(OCc1nc2ccc(Cl)cc2n1CCO)c1ccccc1,0.95,-2,-11,-17,-2.3,-3,5,-10
COc1ccc(N(CC(=O)NC2CCCCC2)C(=O)c2ccc(C)s2)c(OC)c1,1,0,-8,2,-2.5,11,0,0
COc1cccc(NC(=O)/C=C/c2ccco2)c1,0.97,-7,-4,58*,32,2,51,-5
CCOC(=O)N1CCC(N(CCOC)C(=O)Nc2ccc(CC)cc2)CC1,1.1,0,-5,-1,-0.1,5,-16,2
Fc1ccc(COc2cccc(CNCc3ccncc3)c2)cc1,1.2,-1,9,-12,32,4,-2,3
CCOc1ccc(NC(=S)NC(=O)c2cccnc2)c([N+](=O)[O-])c1,0.85,3,-13,19,-0.7,15,-6,0
CSc1cccc(N2CC(C(=O)Nc3cccc(S(=O)(=O)N4CCCC4)c3)CC2=O)c1 (stereo not given),0.99,-11,-1,-12,0.8,2,-12,0
Cc1cc[n+](CCc2ccccc2)cc1C,0.91,0,-3,16,-0.8,12,-1,2
COc1cc2cc(C(c3nnnn3C(C)(C)C)N3CCc4ccccc43)c(=O)[nH]c2cc1OC (stereo not given),1.5,-1,-12,7,2.8,-308,21,-7
CC(C)=CCOc1ccc([C@@H]2COc3c(ccc4c3C=CC(C)(C)O4)C2)c(O)c1,0.77,15*,0,-6,4.3,12,26,3
Cc1ccc(NC(=O)CCC(=O)NNC(=O)C(C)(C)C)c(C)c1,1.1,0,-3,45,0.4,23,-18,0
CCC1CCC2(CC1)NC(CO)(CO)CO2 (stereo not given),0.71,1,0,-1,0.4,6,-7,2
COc1ccc(CN2CCOC2=O)cc1OC,0.92,-2,-1,1,0.9,27,5,3
O=C(Nc1ccc(-c2noc(-c3ccccc3F)n2)cc1)c1cccs1,1,29*,3,2,10,-139,8,0
N#CCC(=O)N/N=C/c1ccc(OS(=O)(=O)c2ccccc2)cc1,0.92,-1,-2,-13,3.4,11,8,2
OC(COCc1ccccc1)CN1CCN(Cc2ccc3c(c2)OCO3)CC1 (stereo not given),0.98,-2,-3,-20,1.7,7,-9,3
O=C(Nc1ccccc1)c1nc[nH]c1C(=O)NCCCNC(=O)c1[nH]cnc1C(=O)Nc1ccccc1,2,9,0,-11,-0.7,24,-6,4
COc1ccc(OCc2nnc(SCC(=O)NC3CCCCC3)o2)cc1,0.95,-3,11,-13,1.1,8,-18,0
CCOc1ccc2nc(NC(=O)CSc3nc4c(c(=O)n(C)c(=O)n4C)n3CC)sc2c1,0.91,1,10,4,/,/,-7,/
CCCCC1=CC2=CC(=O)C(C)(OC(=O)CC)C(=O)C2=CN1Cc1ccccc1 (stereo not given),1,-1,-8,-1,-0.6,-84,27,-60
CN1CCN(c2nc(-c3cccs3)cc(C(F)(F)F)n2)CC1,0.86,1,0,13,-3.0,-1,-4,1
N#Cc1ccc(CO/N=C/c2ccccc2)cc1,1,-2,-4,8,-0.6,8,10,0
Cc1ccc(C)c(C(=O)CCC(=O)OCn2nnc3ccccc3c2=O)c1,1,0,-9,9,-0.2,1,-4,1
CNc1ccc([N+](=O)[O-])cc1C(=O)O,1,0,-6,8,-0.8,24,13,0
C=CCCN([C@@H](C)C(=O)OC)S(=O)(=O)c1ccccc1Br,1.1,1,0,4,-1.5,4,-13,2
COC(=O)C1=C(N)OC2=C(C(=O)CC(C)(C)C2)C1c1ccccc1OC (stereo not given),1,-1,-10,-7,0.3,-1,-9,2
Cc1noc(/C=C/N(C)C)c1S(=O)(=O)N1CCCC(C(=O)Nc2ccc3c(c2)OCO3)C1 (stereo not given),1,-4,-4,2,1.0,2,-2,1
COC(=O)c1ccc(-n2cncn2)c(F)c1,1.1,2,-1,6,-0.5,11,-1,0
Nc1nc(SCC(=O)N2CCN(S(=O)(=O)c3ccc(Cl)cc3)CC2)n[nH]1,0.98,2,-2,0,-0.7,10,-9,-2
Cc1ccc2nc(C)cc(N/N=C/c3ccccc3O)c2c1,0.98,-5,-3,-4,1.8,-438,17,2
CCC(C)(c1ccc(C(=O)OC)s1)c1ccc(C(=O)OC)s1,1.2,0,0,-14,7.6,21,13,2
N#Cc1ccc(OCC(=O)N2CCCC2=O)cc1,0.92,4,-1,-4,0.0,-8,13,4
FC(F)(F)c1ccnc(NCc2ccc(Cl)cc2)n1,1,-1,-6,-17,0.5,-38,4,3
Cc1cc(NC(=O)CSc2nc(CCC3CCCC3)nc3ccccc23)no1,1.1,-3,-1,16,-0.1,3,-8,0
COC(=O)c1ccc(NC(=O)COc2cccc3c2OC(C)(C)C3)cc1,1.1,0,6,-12,-0.1,7,-4,1
O=c1[nH]c(C2CCN(S(=O)(=O)c3cccc([N+](=O)[O-])c3)CC2)nc2c1nnn2Cc1ccccc1,0.88,-11,-13,-7,0.7,10,9,1
Cc1cccc(C(=O)Oc2ccc3ccc(O)cc3c2)c1,1.2,-8,2,13,-1.3,11,6,-4
Cc1[nH]n(-c2ccccc2)c(=O)c1C=NC1CCCCCC1,1.1,-4,3,12,-0.1,7,-7,2
O=C(O)[C@@H]1CCCN1C(=O)c1ccccc1N1C(=O)[C@@H]2Cc3c([nH]c4ccccc34)C(c3cccc(Cl)c3)N2C1=O (stereo not given in full),1,-1,-3,0,0.5,-60,1,-74
Oc1ccc(C=NC2CCCCC2)cc1,0.88,-1,-1,-6,-0.2,16,-7,2
CC1CCCN(C(=O)CSc2cnc3ccccc3n2)C1 (stereo not given),1,-1,1,-10,-0.4,6,-12,0
O=C(NCCc1c[nH]c2ccccc12)C(=O)c1c[nH]c2ccccc12,0.79,25*,6,9,0.5,8,10,1
